CHRM1 antagonist: human M1 muscarinic receptor antagonists, primary screen, CHO-K1 cells, Fluo-8 calcium fluorescence, 1536-well; Muscarinic acetylcholine receptor M1 (Homo sapiens), P11229; CHO-K1 hM1, ACh EC80 antagonist; inhibition, % at 3 µM; 1.3% of 360,000 active;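 active = percent inhibition above its own plate's cutoff, namely the mean of that plate's compound wells plus 3 SD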;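 also: peak over basal fluorescence ratio during 140 s after agonist addition; 0% = ACh EC80 plus DMSO and 100% = DMSO alone without agonist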
Target sequence (P11229 whole entry, looked up): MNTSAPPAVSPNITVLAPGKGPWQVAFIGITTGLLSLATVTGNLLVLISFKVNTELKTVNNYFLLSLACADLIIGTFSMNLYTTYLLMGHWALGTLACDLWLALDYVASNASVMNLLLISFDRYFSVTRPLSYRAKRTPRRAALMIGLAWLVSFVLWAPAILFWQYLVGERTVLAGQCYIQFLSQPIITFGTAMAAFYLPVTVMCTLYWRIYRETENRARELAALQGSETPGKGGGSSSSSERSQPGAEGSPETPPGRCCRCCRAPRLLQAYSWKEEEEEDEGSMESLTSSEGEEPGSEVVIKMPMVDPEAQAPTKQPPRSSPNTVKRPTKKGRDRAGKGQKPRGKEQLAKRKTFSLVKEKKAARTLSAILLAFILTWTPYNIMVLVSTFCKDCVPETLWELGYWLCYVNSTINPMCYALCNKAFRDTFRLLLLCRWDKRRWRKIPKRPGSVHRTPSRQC
CHRM1 PAM: human M1 muscarinic receptor positive allosteric modulators, primary screen, CHO-K1 cells, Fluo-8 calcium fluorescence, 1536-well | Muscarinic acetylcholine receptor M1 (Homo sapiens), P11229 | CHO-K1 hM1, ACh EC20; 0% = ACh EC20, 100% = maximal ACh | activation, % at 3 µM | 0.088% of 360,000 active | AID 588819, 2011; in the data active = activation above about 19%, passing the limit was not always enough
M4 ag: human M4 muscarinic receptor agonists, primary screen, CHO-K1 cells, Fluo-8 calcium fluorescence. Muscarinic acetylcholine receptor M4 (Homo sapiens), P08173. CHO-K1 hM4/Gqi5; vehicle 0%, full acetylcholine response 100%. activation, % at 3 µM. 0.14% of 360,000 active. AID 624127, 2012;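 active = activation above the run mean over all test wells plus 3 SD, cut at about 32% in these data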;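 also: peak over basal fluorescence ratio per well then scaled between controls; 0% = DMSO wells and 100% = acetylcholine at EC100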
CHO-K1 Ca antag: counter-screen for M1 antagonists: effect in parental CHO-K1 cells | 0.6% of 360,000 active | AID 602250 | inhibition, % at 3 µM | ATP-induced calcium, Fluo-8 fluorescence;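 active = inhibition above a per-plate cutoff, the plate's mean sample inhibition plus 3 SD, cut at about 24% in these data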;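 also: 0% = DMSO plus EC80 ATP and 100% = DMSO alone without ATP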
M4 antag: human M4 muscarinic receptor antagonists, primary screen, CHO cells, Fluo-8 calcium fluorescence. AID 624125, 2012. CHO-hM4 cells, ACh EC80. inhibition, % at 3 µM. Muscarinic acetylcholine receptor M4 (Homo sapiens), P08173. 0.73% of 360,000 active;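 active = inhibition above its plate's cutoff, the mean inhibition of sample wells plus 3 SD, cut at about 27% in these data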;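 also: 0% = acetylcholine EC80 with DMSO and 100% = DMSO without agonist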
OXTR potentiate: human OXTR potentiators, primary screen, fluorescence, CHO-OTR cells, Fluo-8 calcium. Oxytocin receptor (Homo sapiens), P30559. Fluo-8 calcium fluorescence, potentiator mode; 0% = oxytocin EC15, 100% = EC100. activation, % at 3 µM. 0.061% of 320,000 active. AID 2445, 2010;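 active = activation above that plate's cutoff, the mean activation of tested compounds plus 3 SD, cut at about 6.6% in these data, passing the limit was not always enough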;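 also: 100% uses oxytocin at 75 nM as the full agonist control; some results filed as inactive read as strong as hits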
Target sequence (P30559 whole entry, looked up): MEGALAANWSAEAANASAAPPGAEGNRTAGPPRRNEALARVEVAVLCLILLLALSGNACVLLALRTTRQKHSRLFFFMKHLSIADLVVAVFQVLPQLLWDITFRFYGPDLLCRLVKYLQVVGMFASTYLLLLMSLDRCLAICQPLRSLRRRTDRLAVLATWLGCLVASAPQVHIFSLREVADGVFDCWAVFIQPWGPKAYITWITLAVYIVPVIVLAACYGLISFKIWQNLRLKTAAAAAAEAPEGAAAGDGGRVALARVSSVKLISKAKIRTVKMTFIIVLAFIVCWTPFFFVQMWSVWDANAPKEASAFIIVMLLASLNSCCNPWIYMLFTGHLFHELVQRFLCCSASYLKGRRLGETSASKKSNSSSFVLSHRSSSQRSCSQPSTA
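Material: human OTR in CHO cells. Compound: 3.0 µM, one dose. Timing: compound 6 min at room temperature before oxytocin, 100 s read. Evaluation: % activation of max/min ratio relative to oxytocin controls. Replication: single well per compound, singlicate. Signal: Fluo-8 calcium dye fluorescence.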
CHO-K1 Ca ag: counter-screen for M1 agonists: effect in parental CHO-K1 cells; Fluo-8 calcium fluorescence; scaled to maximal ATP response, vehicle zero; activation, % at 3 µM; 0.48% of 360,000 active; in the data active = activation above about 15%;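 also: untransfected CHO-K1 host cells lacking M1 receptor as counterscreen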
CHO parental Ca: ATP-evoked calcium signal inhibitors, parental CHO, primary screen, counter-screen for OX1R antagonist project, cell-based, fluorescence, Fluo-8 calcium dye | inhibition, % at 5.6 µM | AID 463079, 2010 | 0.63% of 330,000 active | parental CHO-K1, ATP-induced calcium, Fluo-8 fluorescence;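 active = inhibition above that plate's mean sample inhibition plus 3 SD, cut at about 26% in these data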;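 also: 0% = ATP-challenged DMSO wells and 100% = DMSO wells without ATP; some compounds past the cut are filed as inactive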
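Test system: untransfected parental CHO cell line; also added: ATP stimulus; dosing: 5.6 µM, single dose; signal: calcium-sensitive Fluo-8 fluorescence; measure: percent inhibition of ATP-evoked calcium rise, normalized to controls; benchmarks: low control ATP plus DMSO, high control DMSO only; replication: one well per compound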
M1 ag: human M1 muscarinic receptor agonists, primary screen, Fluo-8 calcium fluorescence, CHO-K1 cells, HTS. 0.33% of 360,000 active. activation, % at 3 µM. CHO-K1 hM1, agonist mode; 0% DMSO, 100% acetylcholine EC100;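 active = activation above the run's mean compound activation plus 3 SD, cut at about 16% in these data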;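 also: peak over basal fluorescence ratio within a 140 s kinetic read after compound addition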
* marks the source's active call; other numbers are inactive results; / = not tested or not shown.

SMILES	CHRM1 antagonist	CHRM1 PAM	M4 ag	CHO-K1 Ca antag	M4 antag	OXTR potentiate	CHO-K1 Ca ag	CHO parental Ca	M1 ag
Cn1c(=O)c(=O)n(C)c2cc(S(=O)(=O)N3CCN(C4CCCCC4)CC3)ccc21	-11	6	1	9	8	-2	7.3	-8	-6
N#CC1=C(N)Oc2n[nH]c(-c3cccs3)c2C1c1cccs1 (stereo not drawn)	-19	6	0	-16	0	-2	0.3	3	-3
Cc1cccc(C)c1NC1=C(Cl)C(=O)OC1OC(=O)c1ccccc1 (stereo not drawn)	1	-2	3	-4	-5	-8	2.8	11	-11
O=C(O)c1cc(N2C(=O)C3C4C=CC(C4)C3C2=O)ccc1NCc1cccnc1 (stereo not drawn)	1	-1	1	2	-10	1	0.3	4	-3
CS(=O)(=O)c1[nH]nc(-c2ccccc2)c1C#N	5	-4	1	1	5	-10	0.2	-13	-3
CN1CCC(OC(=O)COc2ccc(C(C)(C)C)cc2)CC1	-4	1	6	-39	-12	-4	3.7	-14	-11
CC1(C)Cc2c(cnn2-c2ccccc2)C(NC(=O)CCCn2cncn2)C1 (stereo not drawn)	-3	15	0	11	-2	/	-0.2	/	9
Cc1onc(-c2c(F)cccc2Cl)c1C(=O)NCc1ccc2c(c1)OCO2	-5	3	2	-6	9	-10	1.6	-18	-4
CN(Cc1nc(-c2ccccc2)no1)C(=O)c1ccco1	-8	10	1	7	9	-8	0.3	-2	-7
CCN(c1ccccc1)S(=O)(=O)c1ccc(C(=O)Nc2ccccn2)cc1	-9	3	8	-12	-17	-5	4.4	-18	-3
COC(=O)Nc1nnc(/C=C/c2ccccc2)s1	-9	6	1	-6	-3	-9	-0.6	-11	-2
OC1(C#CCCN2CCCCC2)c2ccccc2-c2ccccc21	99*	-27	1	-6	56*	-4	5.0	-7	-8
CCCCn1c(CNC(=O)CC)nc2ccccc21	-7	5	0	-1	-8	-1	0.9	-2	-8
CN(C1CCS(=O)(=O)C1)S(=O)(=O)c1ccc(N2CCCC2=O)cc1 (stereo not drawn)	4	0	0	-5	15	-8	0.8	-4	-6
COc1cc(OC)cc(C2=Cc3ccc(OC)cc3C(CC(C)=O)N2c2ccc(-c3cccs3)cc2)c1 (stereo not drawn)	/	/	2	-4	-1	/	9.7	/	/
CC(=O)NCCOc1nc(N2CCCCC2)nc(N2CCCCC2)n1	-4	8	1	-10	6	-15	0.5	14	-6
O=C(C1CCC1)N1CCc2cc(S(=O)(=O)NCc3ccco3)ccc21	6	-5	4	-8	-2	-4	2.3	1	-2
O=Cc1c(NCCc2cccc(F)c2)c2ccccc2[nH]c1=O	6	9	2	-11	-7	-8	1.2	-7	-3
O=C(CN1CCCCC1)N/N=C/c1ccccc1Br	1	-2	0	16	-2	-14	0.0	6	-8
CC(C)(C)CC(=O)Nc1nnc(SCC(=O)Nc2ccccc2F)s1	-17	9	4	-7	0	-2	3.1	-15	-2

Record cards, as listed above. Order of values: CHRM1 antagonist | CHRM1 PAM | M4 ag | CHO-K1 Ca antag | M4 antag | OXTR potentiate | CHO-K1 Ca ag | CHO parental Ca | M1 ag
`O=Cc1c(NCCc2cccc(F)c2)c2ccccc2[nH]c1=O` reads 6 | 9 | 2 | -11 | -7 | -8 | 1.2 | -7 | -3
`N#CC1=C(N)Oc2n[nH]c(-c3cccs3)c2C1c1cccs1` (stereo not drawn) reads -19 | 6 | 0 | -16 | 0 | -2 | 0.3 | 3 | -3

Next part:
SMILES	CHRM1 antagonist	CHRM1 PAM	M4 ag	CHO-K1 Ca antag	M4 antag	OXTR potentiate	CHO-K1 Ca ag	CHO parental Ca	M1 ag
COc1ccc(N(CC(=O)NCc2ccc(F)cc2)C(=O)c2snc(C(N)=O)c2N)cc1	-10	5	7	-14	-18	-5	3.2	-6	9
O=C(NC(Cc1ccccc1)C(=O)O)/C(=C\c1ccco1)NC(=O)c1ccccc1 (stereo not drawn)	-6	3	1	-6	-3	4	0.1	-7	-4
O=C1Cc2cc(S(=O)(=O)NCc3ccccc3Cl)cc3c2N1CCC3	-14	5	4	-10	7	-3	3.5	-21	-1
CC/C=C/C(=O)N1CC2(CC(c3cccc(NC(=O)c4ccccc4)c3)=NO2)C[C@@H]1C(N)=O (stereo partly drawn)	-6	1	1	-2	-7	0	0.2	-8	-4
O=C1CC(N2CCN(c3ccccc3F)CC2)C(=O)N1c1ccc2c(c1)OCCO2 (stereo not drawn)	5	-1	2	-5	1	-12	0.0	-2	-2
Cn1c(SCC(=O)c2ccccc2)nnc1-c1ccncc1	-5	8	1	-7	-1	-8	1.7	-2	-3
CC(=O)N1CCCC1C(=O)O (stereo not drawn)	-8	-10	0	-2	7	/	0.1	/	-2
Cc1oc(-c2ccccc2F)nc1CS(=O)CC(=O)NCc1cccs1 (stereo not drawn)	-1	2	1	2	-4	-2	0.4	-15	-6
CC(C)N(C(=O)CSc1nnc(-c2cc3ccccc3cc2O)n1Cc1ccco1)C(C)C	-4	-5	2	-5	-3	-17	0.7	-24	-6
CCOC(=O)Nc1c(Cl)[nH]c(=O)n(C)c1=O	-16	9	1	-12	0	/	1.3	/	-2
CCCNc1nc(C)cc(-c2cc(C(=O)Nc3ccccc3)on2)n1	1	-2	2	-25	-5	-7	-1.0	-25	-9
Brc1ccc(Nc2nc(-c3cccnc3)cs2)cc1	7	-1	2	-8	-1	-10	0.1	17	-3
NC(=O)C1(NC(=O)[C@@H]2CC3(CC(c4cccc(NC(=O)[C@@H]5CCC(=O)N5)c4)=NO3)CN2C(=O)Cc2ccc(C(F)(F)F)cc2)CC1 (stereo partly drawn)	1	2	1	-9	5	-5	0.2	1	-3
O=C(CN1C(=O)CC(c2ccccc2)Sc2ccccc21)NCC1CCCO1 (stereo not drawn)	-3	11	1	0	1	-10	1.2	-4	11
Cc1ccc(NC(=O)OCc2cn(-c3ccc(Cl)cc3)nn2)cc1	-4	7	-1	-3	2	-1	0.7	6	-2
Cc1cccc(OCc2nnc(SCC(=O)c3ccccc3)o2)c1	-14	7	1	-15	8	-13	0.8	-17	-2
CC(C)C(c1nnnn1Cc1cccs1)N1CCN(C(=O)c2ccco2)CC1 (stereo not drawn)	7	3	3	-2	4	-11	3.1	-22	-6
CC1=C(C(=O)OCCBr)C(c2cccc3ccccc23)NC(=O)N1 (stereo not drawn)	-8	10	1	-17	1	-10	1.2	-4	-5
COCCSc1nnc(NS(=O)(=O)c2ccc(F)cc2)s1	-9	13	1	-14	1	-1	1.3	8	-6
CCCCNC(=S)N(CCCN(C)C)Cc1cc2cc3c(cc2[nH]c1=O)OCO3	-1	7	0	-8	1	-14	0.5	-8	-7
Cc1nc(SCC(=O)NC(=O)NC(C)(C)C)nc(C)c1C	-9	4	1	-13	4	0	0.7	-14	-2
O=C(NCC(c1cccnc1)N1CCN(c2ccccc2F)CC1)OCc1ccccc1 (stereo not drawn)	15	-7	10	1	-20	-29	4.0	-16	-1
CCOC(=O)[C@]12CCC=C1N(Cc1cccc3ccccc13)C(=O)[C@H](CC(=O)N1CCSCC1)C2	/	/	0	-29	-27	/	1.4	/	/
COc1ccc(/C=C/C(=O)NC2CC3CCC2C3)cc1 (stereo not drawn)	-10	7	1	-11	1	3	1.0	-16	-3
Cc1ccc(C(=O)O)cc1NC(=S)NC(=O)Cc1ccccc1	-4	7	1	3	-4	-3	0.5	6	1
COc1ccc(CNC(=O)CSc2nnc3c(n2)[nH]c2ccc(OC)cc23)cc1	-8	10	1	-8	14	-10	0.5	-15	-7
CN(C)CC(C)(C)CNC(=O)C1CCN(Cc2ccccc2O)CC1	-8	7	1	-9	-1	-3	0.1	-6	-3
CCC(=O)Nc1cccc(-c2csc(-c3ccccc3)n2)c1	2	-1	0	2	-2	-4	0.4	-12	-5
Cc1ccccc1N(CC(=O)NCc1ccco1)C(=O)CCC(=O)Nc1nccs1	-6	12	1	-4	-1	-6	0.6	-4	-7
CCCc1nnc(NC(=O)CCC(=O)NC2CCCCC2)s1	5	3	1	0	10	-6	1.2	-2	-2
CCOC(=O)C1(CCCc2ccccc2)CCN(C(=O)CCN2CCCCC2=O)CC1	15	-7	3	-11	-8	-8	0.9	2	-5
O=C1c2ccccc2C(O)(c2ncc[nH]2)N1CCc1ccccc1 (stereo not drawn)	11	-2	1	0	11	1	0.3	-9	-1
COC(=O)C(Cc1ccc(O)cc1)NC(=O)NC12CC3CC(CC(C3)C1)C2 (stereo not drawn)	-24	10	1	12	-14	-11	1.2	3	2
Cc1ccc(-n2c(C)cc(C3N=C(N)Nc4nc5ccccc5n43)c2C)c(C)c1 (stereo not drawn)	-4	-1	-2	-4	4	-4	0.1	-29	-9
O=C(CCc1nnc(CCCCc2ccccc2)o1)NCCn1cccn1	-8	3	0	10	-2	-4	0.4	-3	-3

Structures shown so far containing an NH in an aromatic ring (seven):
SMILES	CHRM1 antagonist	CHRM1 PAM	M4 ag	CHO-K1 Ca antag	M4 antag	OXTR potentiate	CHO-K1 Ca ag	CHO parental Ca	M1 ag
N#CC1=C(N)Oc2n[nH]c(-c3cccs3)c2C1c1cccs1 (stereo not drawn)	-19	6	0	-16	0	-2	0.3	3	-3
CS(=O)(=O)c1[nH]nc(-c2ccccc2)c1C#N	5	-4	1	1	5	-10	0.2	-13	-3
O=Cc1c(NCCc2cccc(F)c2)c2ccccc2[nH]c1=O	6	9	2	-11	-7	-8	1.2	-7	-3
CCOC(=O)Nc1c(Cl)[nH]c(=O)n(C)c1=O	-16	9	1	-12	0	/	1.3	/	-2
CCCCNC(=S)N(CCCN(C)C)Cc1cc2cc3c(cc2[nH]c1=O)OCO3	-1	7	0	-8	1	-14	0.5	-8	-7
COc1ccc(CNC(=O)CSc2nnc3c(n2)[nH]c2ccc(OC)cc23)cc1	-8	10	1	-8	14	-10	0.5	-15	-7
O=C1c2ccccc2C(O)(c2ncc[nH]2)N1CCc1ccccc1 (stereo not drawn)	11	-2	1	0	11	1	0.3	-9	-1
